From PubChem BioAssay
PAFAH1B2 FP inh: blocks human PAF acetylhydrolase 1b catalytic subunit 2; 340,000 tested, 1.2% active; AID 492953; recombinant PAFAH1B2, FP-rhodamine activity probe, fluorescence polarization; P68402; inhibition, % at 3.39 µM;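 active = inhibition above the mean of all tested compounds plus 3 SD, cut at about 24% in these data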;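 note: 0% = enzyme with DMSO and 100% = wells lacking PAFAH1B2; many of its hits are not listed in these tables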
Target sequence (P68402 whole entry, looked up): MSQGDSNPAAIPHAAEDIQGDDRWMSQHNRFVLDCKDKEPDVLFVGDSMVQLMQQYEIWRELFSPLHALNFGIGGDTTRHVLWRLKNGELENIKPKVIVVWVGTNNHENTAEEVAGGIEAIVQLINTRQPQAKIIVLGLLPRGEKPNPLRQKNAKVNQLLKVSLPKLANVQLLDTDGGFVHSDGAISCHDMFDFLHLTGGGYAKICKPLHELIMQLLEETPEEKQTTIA
Fam108B inh: blocks mouse Fam108B hydrolase in RBBP9 counter-screen; inhibition, % at 9.51 µM; AID 1947; 300,000 tested, 0.33% active; recombinant Fam108B, FP-Rh probe fluorescence polarization;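 active = inhibition above the screen mean inhibition plus 3 SD, computed separately per campaign, cut at about 18% in these data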;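 note: inhibitors lower polarization as less probe binds the enzyme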
PME-1 primary: PME-1 (human) inhibition | Q9Y570 | inhibition, % at 5.9 µM | AID 2130 | recombinant PME-1, FP-Rh probe fluorescence polarization | 320,000 tested, 0.53% active;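 active = inhibition above the campaign mean of all compounds plus 3 SD, cut at about 26% in these data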;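 note: competitive labeling of PME-1 active site by serine hydrolase directed probe; 0% = PME-1 with DMSO and 100% = wells lacking PME-1 enzyme; inhibitors block probe labeling so polarization falls and inhibition rises; many of its hits are not listed in these tables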
PAD4 FP inh: blocks human protein arginine deiminase 4; recombinant PAD4, RCA probe fluorescence polarization; inhibition, % at 6.36 µM; 330,000 tested, 0.41% active;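 active = percent inhibition above a cutoff equal to the mean of all tested compounds plus 3 SD, cut at about 15% in these data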;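 note: 0% = PAD4 with RCA probe and DMSO and 100% = probe without PAD4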
LYPLA1 counter: LYPLA1 (human) inhibition in PME1 counter-screen. O75608. inhibition, % at 5.9 µM. recombinant LYPLA1, FP-Rh probe fluorescence polarization. 320,000 tested, 0.16% active;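 active = inhibition above the mean of all tested compounds plus 3 SD, set per campaign, cut at about 14% in these data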;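 note: inhibitors block serine hydrolase probe labeling of LYPLA1 so polarization falls; 0% = enzyme with DMSO and 100% = wells lacking LYPLA1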
Target sequence (O75608 whole entry, looked up): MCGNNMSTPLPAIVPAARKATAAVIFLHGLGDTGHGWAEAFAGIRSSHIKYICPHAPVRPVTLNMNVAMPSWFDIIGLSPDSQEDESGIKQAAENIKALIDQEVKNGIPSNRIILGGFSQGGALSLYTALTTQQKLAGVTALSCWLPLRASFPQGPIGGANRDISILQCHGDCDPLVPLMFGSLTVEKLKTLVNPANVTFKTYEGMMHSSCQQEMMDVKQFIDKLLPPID
pPAFAH inh: inhibitors of human plasma PAF acetylhydrolase (pPAFAH); Q13093; recombinant pPAFAH, FP-rhodamine probe fluorescence polarization; inhibition, % at 3.39 µM; 330,000 tested, 1.5% active;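 active = inhibition above the mean inhibition across the screen plus 3 SD, cut at about 25% in these data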;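 note: inhibitors block binding of the rhodamine activity-based probe so polarization drops; 0% = enzyme with DMSO and 100% = wells lacking pPAFAH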
PAFAH2 FP inh: inhibitors of human PAFAH2. Q99487. recombinant PAFAH2, FP-rhodamine activity probe, fluorescence polarization. inhibition, % at 3.39 µM. 340,000 tested, 0.99% active;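 active = inhibition above the mean over all tested compounds plus 3 SD, cut at about 30% in these data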;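 note: inhibitors block probe labeling of enzyme so polarization drops; 0% = enzyme with DMSO and 100% = wells lacking PAFAH2 protein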
PAFAH1B3 inh: blocks human PAF acetylhydrolase 1B catalytic subunit 3. Q15102. recombinant PAFAH1B3, FP-rhodamine probe, fluorescence polarization. inhibition, % at 3.39 µM. 340,000 tested, 0.28% active;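 active = inhibition above the screen-wide average of all tested compounds plus 3 SD, cut at about 25% in these data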;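 note: 0% = enzyme with DMSO only and 100% = wells lacking PAFAH1B3 protein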
Target sequence (Q15102 whole entry, looked up): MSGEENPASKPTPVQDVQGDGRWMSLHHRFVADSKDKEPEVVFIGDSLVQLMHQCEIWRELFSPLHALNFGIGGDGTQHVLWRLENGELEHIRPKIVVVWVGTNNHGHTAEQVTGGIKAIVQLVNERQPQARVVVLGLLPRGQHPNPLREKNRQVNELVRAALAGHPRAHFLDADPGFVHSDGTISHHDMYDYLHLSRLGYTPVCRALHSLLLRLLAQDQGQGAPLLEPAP
GSTO1 counter: blocks human GSTO1 in RBBP9 counter-screen; AID 1974; recombinant GSTO1, activity-based probe fluorescence polarization; inhibition, % at 5.96 µM; 300,000 tested, 1.1% active; P78417;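 active = inhibition above the campaign mean inhibition plus 3 SD, cut at about 35% in these data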;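 note: 0% = GSTO1-1 with DMSO and 100% = wells lacking GSTO1-1 enzyme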
Target sequence (P78417 whole entry, looked up): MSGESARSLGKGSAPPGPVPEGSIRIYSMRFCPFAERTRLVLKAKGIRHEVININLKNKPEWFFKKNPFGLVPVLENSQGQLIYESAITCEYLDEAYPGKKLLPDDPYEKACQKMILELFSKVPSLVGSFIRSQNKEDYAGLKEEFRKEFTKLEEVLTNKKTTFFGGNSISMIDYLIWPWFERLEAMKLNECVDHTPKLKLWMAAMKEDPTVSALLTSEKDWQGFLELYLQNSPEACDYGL
* marks the source's active call; other numbers are inactive results; . = not tested or not shown. Some of the compounds tested; rates above refer to the full screens.

SMILES | PAFAH1B2 FP inh | Fam108B inh | PME-1 primary | PAD4 FP inh | LYPLA1 counter | pPAFAH inh | PAFAH2 FP inh | PAFAH1B3 inh | GSTO1 counter
COCCNC(=S)c1ccc(OC)cc1 | 4 | 2 | -8 | -5 | -2 | 5 | 1 | -10 | -53
CCOC(=O)C1(Cc2ccccc2)CCCN(C2CCN(C(C)=O)CC2)C1 (stereo not drawn) | 2 | -1 | -7 | -9 | 0 | 2 | 6 | -5 | -7
O=C(Nc1nc2ccccc2[nH]1)c1ccc(F)cc1 | -6 | -2 | 0 | -1 | 1 | 7 | -3 | 1 | 1
CS(=O)(=O)Nc1ccccc1C(=O)OCC(=O)NC1CC1 | -2 | . | 3 | 2 | -3 | -1 | 9 | 5 | .
COCCCNS(=O)(=O)c1ccc2c(c1)CCN2C(C)=O | -1 | 1 | -5 | 0 | 1 | 0 | 4 | 1 | -5
COc1ccc(NC(=O)N2CCCC2C(=O)Nc2ccc(C)c(Cl)c2)cc1 (stereo not drawn) | 3 | 3 | -1 | -4 | -1 | 0 | 1 | 11 | 6
CCCCOc1ccccc1C1NC(=O)NC(C)=C1C(=O)OCCOCC (stereo not drawn) | -1 | -5 | 0 | -3 | -1 | 4 | 3 | 1 | -4
CCOc1ccc(NS(=O)(=O)c2cc(NC(=O)CCC(=O)c3cccs3)ccc2Cl)cc1 | -14 | -16 | -43 | 3 | -27 | -10 | -35 | -21 | -14
CCOc1ccc(N(CC(=O)NC2CCC(C)CC2)S(=O)(=O)c2c(C)noc2C)cc1 (stereo not drawn) | 0 | 0 | -2 | 2 | -4 | 1 | 4 | 5 | 5
O=C(NNC1=Nc2cccc3cccc1c23)c1ccccc1Br | 1 | 4 | 1 | 4 | -2 | 2 | 0 | 6 | 3
COCCNC(=S)N(CCc1c(C)[nH]c2ccccc12)Cc1ccco1 | 3 | -2 | 2 | 2 | 0 | 3 | -1 | 4 | -2
Cc1ccc(-c2cc3c(nn2)-c2ccccc2C3=O)cc1 | 2 | 6 | 10 | -9 | -3 | 7 | 6 | 4 | 17
CCN(CC)C(=O)c1ccccc1NC(=O)c1cccc(S(=O)(=O)N(CC)CC)c1 | 4 | 5 | -1 | -1 | -7 | -5 | 9 | 0 | 3
O=C(NC1CCCCC1)C1CCN(c2cnccn2)CC1 | -1 | -2 | 0 | 4 | 1 | -6 | 1 | 6 | 6
O=C(NCC1CCCO1)c1cc2ccccc2cc1O (stereo not drawn) | 4 | -1 | -3 | 3 | 1 | 7 | 9 | -1 | 8
O=c1cccc2n1Cc1cc3ccccc3nc1-2 | -2 | 0 | 0 | -1 | 3 | 3 | 7 | 2 | 3
NS(=O)(=O)c1cc2c(cc1C(F)(F)F)NCNS2(=O)=O | 3 | -11 | -6 | 2 | 0 | 6 | -5 | 5 | 0
COc1ccc(CN(C)C(C)C(=O)Nc2cccc3ccccc23)cc1 (stereo not drawn) | -2 | -2 | -4 | 4 | 0 | 3 | -10 | 6 | -3
O=C(CC(c1ccccc1)c1ccccc1)Nc1ccc(C(=O)O)cc1 | 5 | -6 | 1 | 0 | 2 | 6 | 3 | -3 | -2
Cc1nc(SCC(=O)NCC2CCCO2)c2c(C)c(C)sc2n1 (stereo not drawn) | 3 | . | . | 0 | . | -2 | 5 | 5 | .
CCOC(=O)Nc1ccc2nc3n(c(=O)c2c1)CCCCC3 | 2 | -2 | 8 | 1 | 5 | 3 | 4 | 2 | 5
CCOC(=O)C1(CC2CCCCO2)CCN(Cc2nccn2-c2cccc(C)c2)CC1 (stereo not drawn) | 1 | 3 | -3 | 1 | 3 | 1 | -2 | -5 | 2
CC1CCN(C(=S)Nc2ccc(F)cc2)CC1 | -2 | -2 | -6 | 2 | 1 | -1 | -2 | -5 | 6
COc1cccc(N2CC(C(=O)OC(C)C(=O)c3ccccc3)CC2=O)c1 (stereo not drawn) | 7 | -1 | 0 | -4 | 0 | 5 | 8 | 11 | -6
O=C(c1ccc(Cl)cc1)C1CCN(Cc2ccccc2)CC1 | -1 | -1 | -11 | 1 | -1 | 0 | -4 | 3 | 11
CC(=O)Oc1ccc(CC(C(=O)O)N2C(=O)c3ccccc3C2=O)cc1 (stereo not drawn) | -5 | 2 | 6 | -3 | 2 | 0 | 0 | 2 | -2
Cc1cc(=O)oc2cc3oc(=O)cc(C)c3cc12 | 2 | 6 | 2 | 2 | 1 | 12 | 1 | 7 | -3
COc1ccccc1NC1=NC(C)(C)N=C(N)N1 | 1 | 2 | -5 | -2 | -5 | 1 | 3 | 6 | 0
CNC(=O)c1cc2cc(OC)ccc2n1CCN(C)C | -2 | 7 | 0 | 0 | -2 | 6 | -7 | -1 | -3
CC(C)(C)C1CCc2c(sc(NC(=O)c3cccs3)c2C(=O)N2CCCCC2)C1 (stereo not drawn) | 5 | 0 | 2 | 2 | 0 | 3 | 4 | 4 | 5
O=C(NNC(=O)c1ccc2[nH]c(=O)c(=O)[nH]c2c1)c1cccc(Br)c1 | 5 | 0 | -2 | -1 | -3 | 0 | 2 | 7 | -2
C(=N\Nc1nc2ccccc2[nH]1)/c1ccc2c(c1)OCCO2 | 6 | 8 | -91 | -4 | 0 | 20 | 6 | -2 | -4
O=C(CCN1C(=O)C2C3C=CC(C3)C2C1=O)N1CCN(c2ccccn2)CC1 (stereo not drawn) | -2 | 2 | -2 | -3 | 1 | 1 | 3 | 1 | 0
Cc1ccc(NC(=O)CN2C(=S)NC(C)(C)CC2C)cc1Cl (stereo not drawn) | 3 | -2 | -1 | -5 | 2 | -1 | 5 | 5 | -5
Cc1ccc(N2C(=O)/C(=C\c3ccc(C(C)C)cc3)N=C2SC2CCOC2=O)cc1 (stereo not drawn) | 2 | -3 | 2 | 0 | -4 | -2 | -9 | 2 | 0
NC(=S)N/N=C/c1coc2cc(Cl)ccc2c1=O | 7 | -5 | -3 | -4 | 1 | 2 | 3 | 0 | 1
COc1ccc(COC(=O)c2ccc(Cl)c(S(=O)(=O)N3CCOCC3)c2)cc1F | 0 | -1 | 6 | 0 | 2 | 6 | 8 | -6 | 2
COc1ccc(S(=O)(=O)NNC(=O)c2cc3ccccc3o2)cc1 | 4 | -1 | -3 | -2 | -6 | -1 | 5 | 12 | 1
CCOc1ccc(-n2cc(C(=O)NCCOC)c3cc(OC)c(OC)cc3c2=O)cc1 | 3 | -2 | 3 | -3 | -3 | 3 | 5 | -5 | -1
Cc1ccc(N2CC(C(=O)OCC(=O)Nc3ccccc3F)CC2=O)cc1 (stereo not drawn) | 0 | 4 | 0 | -3 | 0 | 11 | -5 | 12 | 1
Cc1cc(C)c(NC(=O)CCn2nnc3ccccc32)c(C)c1 | . | 1 | -2 | -2 | -1 | 5 | . | . | 1
O=C(CNS(=O)(=O)c1ccccc1F)Nc1ccc(N2CCOCC2)cc1 | 6 | -3 | -1 | -2 | 3 | 7 | 5 | 5 | 0
COC(=O)C1CCN(Cc2cc(=O)oc3cc(OC)ccc23)CC1 | -3 | 0 | -1 | -3 | 3 | 4 | 4 | 9 | -12
CCn1cc(C(=O)N2CCN(c3cccc(Cl)c3)CC2)c2cc(OC)c(OC)cc2c1=O | 4 | 0 | 6 | -2 | -2 | -1 | -4 | 5 | -1
COC(=O)c1ccc(CSC2=NC[C@@H]3[C@@H]4C(=O)N(Cc5ccccc5)C(=O)[C@@H]4[C@](Cc4ccccc4)(C(=O)OC)N23)cc1 | 3 | . | . | -1 | . | 4 | 3 | 5 | .
Cc1ccc(C(=O)Cn2c(C)cc(C)c(C#N)c2=O)cc1 | -1 | -7 | -4 | 1 | -4 | -11 | -7 | 10 | -3
CCCCC[C@@H]1C=C(C(=O)O)[C@H](c2ccc3c(c2)OCO3)N1S(=O)(=O)c1ccc(C)cc1 | 9 | . | . | -1 | . | -1 | -8 | -3 | .
N#CCCn1cc(C(=O)O)c(-c2cc3ccccc3o2)n1 | 1 | -3 | -4 | -1 | 1 | 8 | 1 | 8 | 3
Cn1c(N)c(C(=O)COC(=O)/C=C/c2cccc(F)c2)c(=O)n(C)c1=O | 5 | . | 2 | 3 | -1 | -1 | -2 | 0 | .
O=C(NCCc1ccc(Cl)cc1)C1CCCN(c2ncnc3c2nc2n3CCCCC2)C1 (stereo not drawn) | 9 | -4 | 0 | -2 | -2 | -1 | -1 | 9 | 3
Nc1nnnn1/N=C/c1cccc(O)c1 | 3 | -4 | 0 | 1 | 1 | 2 | -2 | -1 | -18
COc1ccc(NC(=O)CSc2nccn2Cc2ccccc2)cc1 | 3 | 0 | 2 | -1 | 0 | 4 | 4 | 13 | 3
CCOC(=O)c1cc(NC(=O)N2CCOCC2)c(C)nc1C | 1 | 0 | -1 | 4 | 1 | 4 | -3 | 1 | 4
COC(=O)C1C(c2ccccc2)C(C(=O)N2CCOCC2)C1c1ccccc1 (stereo not drawn) | 4 | -1 | 2 | -1 | -2 | -6 | -7 | 0 | 2
Cc1cc(C)c(S(=O)(=O)N2CCC(C(=O)NCc3ccncc3)CC2)c(C)c1 | -6 | 1 | 7 | -2 | -3 | -2 | 101* | 1 | -1
COCCC(=O)N1CCCC(CCC(=O)NCc2ccc(F)c(F)c2)C1 (stereo not drawn) | 5 | -3 | -1 | -5 | 4 | -4 | -4 | -6 | 10
CC(C)(C)NC(=O)c1ccc(COCC(F)(F)F)o1 | 4 | 1 | 3 | -6 | 3 | 0 | 8 | 0 | 6
O=S1(=O)CC/C(=N/Nc2ccccn2)c2cc(F)ccc21 | 3 | -3 | -1 | -2 | 3 | 0 | 0 | 2 | 2
CC(C)c1ccc(S(=O)(=O)N2CCN(C(=O)CN3C(=O)NC4(CCCCC4)C3=O)CC2)cc1 | -5 | -2 | 10 | -3 | -1 | -1 | 6 | 9 | -2
CCOc1ccc(CCNC(=O)CCN2C(=O)COc3ccccc32)cc1OCC | -2 | -3 | 3 | -2 | 3 | 2 | 4 | 8 | 1

Remaining list, next part.
SMILES | PAFAH1B2 FP inh | Fam108B inh | PME-1 primary | PAD4 FP inh | LYPLA1 counter | pPAFAH inh | PAFAH2 FP inh | PAFAH1B3 inh | GSTO1 counter
O=C(Nc1nncs1)Oc1ccccc1 | 4 | -2 | -2 | 3 | 1 | 1 | -5 | -6 | 13
C=CCN(Cc1nc(-c2cc(OC)ccc2OC)oc1C)C1CCS(=O)(=O)C1 (stereo not drawn) | -3 | 2 | -3 | -2 | 0 | -9 | -3 | 8 | 11
O=C(NCC(=O)N1CCN(c2ccccc2O)CC1)c1cccs1 | 2 | 5 | -11 | -3 | 2 | 5 | 12 | 0 | 17
Cc1ccc(Cn2nnc3c(=O)n(Cc4cc(C)ccc4C)cnc32)cc1 | -2 | 1 | 2 | 1 | -2 | -3 | 0 | 5 | 5
Nc1ncnc(Nc2cccc(Cl)c2Cl)n1 | 2 | -1 | 2 | -6 | 2 | -3 | 6 | 6 | 5
FC(F)(F)c1cc(-c2ccco2)nc2ncnn12 | -1 | 5 | 0 | -1 | -2 | -2 | -6 | -8 | 7
CCOC(=O)c1c(-c2cccs2)csc1NC(C)=O | 5 | -2 | -1 | -2 | -3 | 7 | 4 | 8 | 1
Oc1ccc(/C=N/n2c(C3CCCCC3)n[nH]c2=S)c(O)c1 | -4 | -4 | 4 | 0 | 1 | 1 | 6 | -2 | 17
